# From PubChem BioAssay
# MCF10A rereplic: induces DNA re-replication in MCF 10a normal breast cells; 350,000 tested, 2.9% active; Potency, µM (top dose mostly 46.1 µM), without a hit: at the highest dose activity, positive = re-replication, usual class: activators; MCF 10A DNA re-replication, Hoechst nuclear intensity, 48 h; note: potency is the fitted concentration of half-maximal effect; % of control where 0% means no effect; nearly all actives have a fitted effect of over 50% in size
# HT1080NT lethal: kills 2HG-producing HT-1080-NT fibrosarcoma cells; Potency, µM (highest dose often 46.1 µM), without a hit: at the highest dose activity, negative = less viability, usual class: cytotoxic; HT-1080-NT fibrosarcoma viability, CellTiter-Glo ATP luminescence, 48 h; 360,000 tested, 1.6% active;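 note: NT is the 2HG producing partner of a matched IDH1 knockdown line; potency is the fitted concentration of half-maximal effect; 0% = DMSO-treated cells and -100% = media-only wells without cells; nearly all actives have a fitted effect of over 55% in size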
#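 Viability of the 2HG-overproducing fibrosarcoma line after 48 hours of compound exposure at 37 degrees C was determined by luminescence with CellTiter-Glo, and concentration-effect curves were then fitted and categorized.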
# DRD3 agonist: agonists of human D3 dopamine receptor. 410,000 tested, 0.58% active. max activation, %. AID 652048. D3R DiscoveRx beta-arrestin cells, luminescence, 90 min; in the data active = max activation above about 30%; note: 0% is about no effect; mostly tested at two doses, the higher about 12 µM
# Target sequence (P35462 whole entry, looked up): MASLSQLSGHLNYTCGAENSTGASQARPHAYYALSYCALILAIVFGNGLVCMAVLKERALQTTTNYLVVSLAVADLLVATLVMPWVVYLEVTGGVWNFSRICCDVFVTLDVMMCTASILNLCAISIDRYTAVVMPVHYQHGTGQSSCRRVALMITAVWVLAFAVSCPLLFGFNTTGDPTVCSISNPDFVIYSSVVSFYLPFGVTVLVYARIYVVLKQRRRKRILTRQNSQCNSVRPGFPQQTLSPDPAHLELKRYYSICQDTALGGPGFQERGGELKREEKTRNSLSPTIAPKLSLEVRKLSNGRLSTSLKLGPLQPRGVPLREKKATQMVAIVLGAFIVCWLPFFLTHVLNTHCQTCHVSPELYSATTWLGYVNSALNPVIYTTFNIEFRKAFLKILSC
#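 Agonist mode: compounds and dopamine controls were applied to plated cells for 90 min at 37 degrees C after an overnight attachment at 1500 cells/well. Luminescent read-out followed 30 - 60 minutes at room temperature with DiscoveRx detection reagent.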
# SW480 rerep: inducers of DNA re-replication in SW480 colon cancer cells; SW480 DNA re-replication, Hoechst DNA content imaging, 48 h; Potency, µM (top dose mostly 46.1 µM), for inactives: at the highest dose re-replication activation, usual class: activators; 340,000 tested, 1.8% active; AID 624297; note: potency is the fitted concentration of half-maximal effect; % of control where 0% means no effect; nearly all actives have a fitted effect of over 55% in size
#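 Per well, 250 cells were exposed to pinned compound for 48 hr. Nuclear DNA was visualised with Hoechst (40 min, 37 C) and total object intensity recorded by fluorescence scanning.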
# HEK293 tox: cytotoxic in the GLP-1 receptor inverse agonist counter-screen | Potency, µM (highest dose often 38.3 µM), for the others: at the highest dose activity change, negative = inhibition, most hits filed as inhibitors | HEK293 cAMP-luciferase reporter cells, luminescence, 24 h | 410,000 tested, 0.13% active | AID 624418;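 note: loss of luciferase light is scored as toxicity; potency is the fitted concentration of half-maximal effect; % is set by controls: 0 for no effect and ±100 for the full control effect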
#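 To flag toxic compounds, the library was rerun on cells for 24 hr at 37 deg C and 5% CO2. Viability-linked luminescence was captured 12 min after adding luciferase detection reagent.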
# HT1080 IDH1KD tx: kills HT-1080 cells with IDH1 knockdown; Potency, µM (titrated, usually from 46.1 µM), for the others: at the top dose activity, negative = toxicity, most hits filed as cytotoxic; 360,000 tested, 2% active; HT-1080 IDH1 knockdown viability, ATP luminescence, 48 h;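 note: potency is the fitted concentration of half-maximal effect; 0% = DMSO wells and -100% = cell-free medium wells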
#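 Using the IDH1-knockdown HT-1080 line run in the same batch and compound series as the NT line, viability after 48 h at 37 °C was determined by CellTiter-Glo luminescence and expressed as % activity.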
# KB-V1 MDR tox: kills drug-selected multidrug resistant KB-V1 cells; Potency, µM (highest dose often 46.1 µM), without a hit: top-dose activity change, negative = cytotoxicity, hits mostly cytotoxic; AID 1347076; KB-V1 MDR cells viability, CellTiter-Glo, 72 h; 400,000 tested, 3.4% active; note: potency is the fitted concentration of half-maximal effect; % is set by controls: 0 for no effect and ±100 for the full control effect; nearly all actives have a fitted effect of over 60% in size
#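 Cytotoxicity toward P-gp-expressing KB-V1 cells was determined as loss of CellTiter-Glo luminescence after 72 h at 37 degrees C. Compounds were tested in quantitative HTS format across a concentration range, with curves fitted to normalized data.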
# KB-3-1 tox: kills parental KB-3-1 adenocarcinoma cells | AID 1347075 | 400,000 tested, 1.4% active | KB-3-1 viability, CellTiter-Glo ATP luminescence, 72 h | Potency, µM (series often up to 46.1 µM), for inactives: at the top dose activity change, negative = cytotoxic, actives largely listed as cytotoxic; note: potency is the fitted concentration of half-maximal effect; % is set by controls: 0 for no effect and ±100 for the full control effect; nearly all actives have a fitted effect of over 60% in size
#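 KB-3-1 parental drug-naive adenocarcinoma cells in DMEM/10% FBS, incubated 72 h at 37 C with pin-transferred compounds across a concentration series. Viability by CellTiter-Glo luminescence; concentration-response curves fitted after normalization.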
# IL-1B inflam inh: inflammasome signaling inhibition, IL-1 beta readout. 360,000 tested, 4.7% active. activity change, % at 57.5 µM. THP-1 LPS/ATP IL-1B secretion, AlphaLISA, 16 h; stronger effect = lower value; in the data active = activity change below about -50%; inconclusive = mostly about -30% to -49%; note: % is set by controls: 0 for no effect and ±100 for the full control effect
#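 THP-1 cells pretreated 1 hr with compounds (up to 57.5 uM final), then stimulated with LPS (250 ng/mL final) plus ATP (1.25 mM final); secreted IL-1B measured by AlphaLISA after 16 hr, decreased signal indicating inhibition.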
# * = called active by the depositor; ? = inconclusive; nt = not tested or not shown; & = joins results of further samples; [ ] = another dose, or the depositor's remark. Unless noted, calls come from the whole dose curve; as a rule, active = well fitted curve in the direction sought with a large enough effect; inconclusive = small, poorly fitted or top-dose-only effect, or another doubt; inactive = no such curve, though single readings can be large; an effect the other way counts as inactive or inconclusive.
smiles | MCF10A rereplic | HT1080NT lethal | DRD3 agonist | SW480 rerep | HEK293 tox | HT1080 IDH1KD tx | KB-V1 MDR tox | KB-3-1 tox | IL-1B inflam inh
Cn1c(=O)c2c(nc(Oc3ccc(-c4ccccc4)cc3)n2C)n(C)c1=O | 2.2% | 10.4% | 8.4 | 0.8% | 5.1% | 14.0% | 4.2% | -0.1% | 5.2
COc1ccc(CNC(=O)C2CC(c3ccc(F)cc3)=NO2)cc1 (stereo not drawn) | ? | 1.7% | -13.8 | -3.6% | -12.0% | -6.5% | 2.9% | 6.3% | -1.8
O=C(CSc1nc(-c2ccc(Cl)cc2)cs1)Nc1cccc([N+](=O)[O-])c1 | -2.3% | 16.4µM* | 2.3 | -4.5% | -3.6% | ? | ? | ? | -12.0
Cc1cccc(C)c1NC(=O)C1(C)CN(S(C)(=O)=O)CC(=O)N1Cc1cccs1 (stereo not drawn) | nt | 12.8% | 0.8 | nt | 2.8% | 11.6% | 5.5% | 11.4% | 0.0
O=C(NCc1nnnn1-c1ccc(F)cc1)c1ccc2ccccc2c1 | nt | 5.1% | 1.4 | nt | -6.3% | 6.8% | -28.4% | 9.3% | -18.0
COc1cc(C)c(S(=O)(=O)NOCc2ccc([N+](=O)[O-])cc2)c(C)c1C | -22.7% | -24.5% | -8.8 | 1.5%[9.22 µM] | 3.1% | ? | ? | -25.3% | 9.5
N#CCC(=O)N/N=C/c1cn(Cc2ccc(Cl)cc2Cl)c2ccccc12 | 11.6µM* | -24.4% | 3.3 | ? | -0.4% | ? | 1.5% | 9.7% | nt
Cc1cc(Nc2ccccc2)n(-c2ccc(Br)cc2)n1 | ? | ? | 3.2 | ? | 1.2% | ? | ? | ? | 2.1
C/C(=C/C(=O)O)C(=O)Nc1cccc(C(F)(F)F)c1 | -1.5% | 12.8% | 3.4 | -0.3% | 5.3% | 19.9% | -0.5% | ? | 4.3
COc1cc(SC)ccc1C(=O)Nc1ccccc1 | 1.2% | -9.5% | -9.6 | ? | 2.2% | ? | ? | -0.4% | -6.6
CS(=O)(=O)N(CC(=O)Nc1ccccc1C(=O)N1CCOCC1)c1cccc([N+](=O)[O-])c1 | 1.4% | -1.6% | -7.8 | -1.3% | -7.0% | 7.4% | nt | nt | 6.3
CCCNC(=O)CCCN1C(=O)CCn2nc(-c3cccn3C)cc21 | nt | nt | 4.3 | nt | 7.6% | nt | 0.3% | 10.2% | nt
CCOC(=O)c1c(C)[nH]c(C)c1S(=O)(=O)N(C)CC(=O)Nc1ccc(CC)cc1 | nt | nt | -11.4 | nt | -4.8% | nt | ? | 0.5% | nt
CC(C)NCC1CCc2cc(CO)c([N+](=O)[O-])cc2N1 (stereo not drawn) | 3.7% | -6.4% | 0.0&-24.8 | -17.4% | -4.4% | 3.7% | 3.0% | 0.0% | 17.8
CCN(CC)S(=O)(=O)c1ccc(N2CCCCC2)c(C(=O)Nc2ccccc2N2CCOCC2)c1 | ? | 15.5% | 0.5 | -1.6% | -22.8% | 4.2% | ? | ? | -18.7
O=C(Nc1ccc([N+](=O)[O-])c(NC(=O)C2CCCO2)c1)C1CCCO1 (stereo not drawn) | 7.9% | 14.5% | -0.9 | -0.3% | -8.2% | 24.0% | -13.0% | 1.9% | 17.8
COC(CNC(=O)Cn1ncc2ccsc2c1=O)OC | 0.3% | 19.5% | 0.2 | -4.4% | -11.1% | 13.4% | 5.7% | -0.1% | 98.3
O=S(=O)(c1ccc(Cl)cc1)c1nnn2c1nc(N1CCCCC1)c1sccc12 | nt | nt | 6.6 | nt | 27.0% | nt | 1.7% | -1.2% | nt
CS(=O)(=O)c1ccccc1-c1csc(N2CCC(C(N)=O)CC2)n1 | 22.5% | nt | nt | -7.0% | nt | nt | -0.4% | 11.2% | nt
c1cncc(C2OCC3(CO2)COC(c2cccnc2)OC3)c1 (stereo not drawn) | 1.4% | 15.2% | 3.3 | -11.8% | 0.6% | 3.1% | 10.2% | -12.6% | 2.1
COc1ccc(-c2sc3ccc(OC)cc3c2C#Cc2ccccn2)cc1 | 18.4µM* | -11.5% | -28.9 | ? | 5.0% | -13.8% | -18.5% | ? | ?
COc1ccc(-c2nc(-c3cc4cc(Br)ccc4oc3=O)cs2)cc1 | nt | nt | 11.8 | nt | -18.2% | nt | ? | 7.1% | nt
CNNC(=S)Nc1ccc(Cl)cc1 | 0.1% | 4.0% | 18.8 | -0.1% | 15.7% | 3.9% | 3.7% | 2.4% | -0.6
COc1ccc(NC(=O)CSc2nc3nc(C)c(Cc4ccc(C)cc4)c(C)n3n2)cc1OC | nt | nt | 5.1 | nt | 14.6% | nt | -9.0% | -14.5% | nt
COc1cccc(/C=N/N2CCN(C3c4ccccc4-c4ccccc43)CC2)c1O | 1.8% | -2.5% | 0.6 | -2.7% | 10.8% | 1.2% | 5.7% | -10.1% | -6.4
Cc1ccc(C)c(C(C)NC(=O)CC#N)c1 (stereo not drawn) | 0.1% | 2.6% | -5.5 | 2.2% | 6.5% | 0.8% | 0.0% | 4.3% | 25.7
O=C(NN=C(Cc1ccccc1)Cc1ccccc1)c1ccccc1O | 11.6% | -15.9% | -9.6 | 18.4µM* | -10.5% | -19.6% | ? | -5.3% | 13.2
CN(C)S(=O)(=O)c1cccc(NC(=O)c2ccc(OC(F)(F)F)cc2)c1 | 0.2% | 8.6% | 4.7 | -125.6%[inhibitor] | -17.9% | 3.4% | 2.59µM* | ? | -6.0
COC(=O)N/N=C/c1ccccc1 | -0.2% | 10.3% | 42.0* | 0.9% | -6.2% | 4.7% | ? | 17.7% | -12.9
COc1ccc(S(=O)(=O)N[C@@H](CC(C)C)C(=O)O)cc1 | -4.5% | 0.5% | -9.3 | -5.6% | 2.5% | 15.7% | 1.8% | -9.0% | 6.5

# Taken from above:
# For HT1080 IDH1KD tx, COC(=O)N/N=C/c1ccccc1 has 4.7%
# For MCF10A rereplic, COc1ccc(-c2sc3ccc(OC)cc3c2C#Cc2ccccn2)cc1 has 18.4µM*
# For DRD3 agonist, COc1cc(SC)ccc1C(=O)Nc1ccccc1 has -9.6

# The main list resumes, starting 2 compounds before the break.
smiles | MCF10A rereplic | HT1080NT lethal | DRD3 agonist | SW480 rerep | HEK293 tox | HT1080 IDH1KD tx | KB-V1 MDR tox | KB-3-1 tox | IL-1B inflam inh
COC(=O)N/N=C/c1ccccc1 | -0.2% | 10.3% | 42.0* | 0.9% | -6.2% | 4.7% | ? | 17.7% | -12.9
COc1ccc(S(=O)(=O)N[C@@H](CC(C)C)C(=O)O)cc1 | -4.5% | 0.5% | -9.3 | -5.6% | 2.5% | 15.7% | 1.8% | -9.0% | 6.5
CC(Sc1ncnc2sccc12)C(=O)Nc1ccc(S(N)(=O)=O)cc1 (stereo not drawn) | -54.1%[inhibitor] | -0.6% | 25.0 | -19.8% | -2.3% | -12.0% | 11.0% | -1.4% | -6.8
CCC(C(=O)OCC(=O)Nc1c(Cl)cccc1Cl)c1ccccc1 (stereo not drawn) | 14.3% | 0.4% | -0.3 | 0.1% | -8.8% | -0.8% | -1.1% | 7.6% | 13.2
CCCCn1nc(C(=O)Nc2cccc(C(=O)NC3CC3)c2)c2ccccc2c1=O | 0.1% | -6.3% | -0.5 | -9.9% | -13.0% | -8.3% | ? | ? | ?
COc1cc(OC)cc(C(=O)NCC(C)NC(=O)c2cc(OC)cc(OC)c2)c1 (stereo not drawn) | -1.1% | -0.7% | 1.6 | 2.3% | 11.6% | -1.2% | ? | 3.2% | 3.4
COc1ccc(NC(=O)COC(=O)/C=C/c2cnc3ccccc3n2)cc1 | -0.9% | 2.4% | 1.3 | -4.9% | -7.0% | 12.9% | 1.0% | 5.9% | 12.9
COc1cc(/C=N/n2nnnc2N)ccc1OC(C)=O | -0.7% | 1.6% | -0.1 | -1.6% | 8.7% | 3.5% | 0.0% | 11.9% | 14.5
COc1cc(NC(=O)C(=O)N2CCN(C)CC2)c(OC)cc1Cl | -1.7% | 2.7% | -5.6 | -5.5% | -9.0% | 0.2% | -3.0% | 0.4% | 12.6
Cc1cccc(-c2nnc(SCCC(=O)O)o2)c1 | nt | nt | 1.1 | nt | 1.3% | nt | -20.9% | 2.0% | nt
COc1ccc(CCNC(=O)c2ccc(CSCc3ccc(C)cc3)o2)cc1OC | nt | nt | 3.2 | nt | 0.6% | nt | -11.9% | -20.4% | nt
CC[C@@H](C)C(NC(=O)OC(C)(C)C)c1cn([C@@H](Cc2ccc(O)cc2)C(=O)N2CCN(C(=O)OC(C)(C)C)CC2)nn1 (stereo partly drawn) | 4.3% | 1.0% | -0.5 | 75.5% | 7.0% | -5.7% | -12.8% | -7.4% | -17.1
CCOC(=O)N1CCN(C(=S)Nc2ccc(C)cc2C)CC1 | 0.0% | ? | 3.2 | -4.6% | 0.0% | 22.4% | -12.4% | 1.1% | -7.5
CC(C)NC(=O)c1nc2c(nnn2Cc2cccc(Cl)c2)c(=O)[nH]1 | ? | -1.1% | 13.2 | -17.1% | 0.2% | -5.1% | -1.8% | 0.7% | 21.8
Cc1nc2nc(SCC(=O)NCc3ccco3)nn2c(C)c1Cc1ccccc1 | ? | -10.3% | -6.7 | 16.2% | 0.7% | -17.9% | ? | ? | -78.8*
CCN1C(=O)[C@H]2[C@@H](c3ccc(Cl)cc3)N3C(=O)CN(Cc4ccccc4)C(=O)[C@@]3(C)[C@H]2C1=O | ? | 9.9% | 12.0 | 1.2% | 11.3% | 9.8% | -0.9% | 16.1% | 20.0
CC(=O)Nc1cccc(-c2nc3ccccc3c(=O)o2)c1 | 11.1% | 9.8% | -0.5 | 0.0% | -9.7% | 6.3% | 11.1% | -2.3% | 21.2
Cc1cc(C)c(N=C2SCC(=O)N2Cc2ccco2)c(C)c1 | 26.3% | -10.3% | -7.6 | -33.0% | 6.4% | -13.4% | 0.6% | 3.2% | -8.8
O=C(NCCc1ccc(Cl)cc1)C1=CC=CN2CCS(=O)(=O)N=C12 | 15.2% | -1.1% | 0.6 | -11.0% | 6.4% | -1.2% | 18.1% | 1.0% | 14.1

# Rows were taken by chance. Share with any hit: about 11%.
